Source: PubChem BioAssay
C1s block = human complement C1s inhibition; 0.16% of 62,000 active; mean inhibition % of two 10-compound mixtures (hits give high values), % at 5 µM (by protocol); P09871; AID 538; purified C1s, fluorogenic AMC substrate, pooled mixtures;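 active = inhibition above 20% in each of the two 10-compound mixture wells holding the compound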;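 also: 0% = enzyme wells lacking compound mixture and 100% = no-enzyme blank wells; some compounds called inactive have numbers as strong as hits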
Target sequence (P09871 16-437 limits assumed): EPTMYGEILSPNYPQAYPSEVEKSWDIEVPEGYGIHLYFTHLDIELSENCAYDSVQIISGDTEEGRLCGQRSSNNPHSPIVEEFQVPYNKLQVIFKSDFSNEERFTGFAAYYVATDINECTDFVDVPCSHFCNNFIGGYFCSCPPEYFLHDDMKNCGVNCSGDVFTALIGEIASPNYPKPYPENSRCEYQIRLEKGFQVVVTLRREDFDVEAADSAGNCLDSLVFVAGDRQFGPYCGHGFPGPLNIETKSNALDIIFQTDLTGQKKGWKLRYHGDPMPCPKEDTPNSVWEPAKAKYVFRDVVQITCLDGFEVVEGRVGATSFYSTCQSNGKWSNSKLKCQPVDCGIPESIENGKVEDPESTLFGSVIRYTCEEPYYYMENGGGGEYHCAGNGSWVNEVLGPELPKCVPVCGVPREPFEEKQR
Target sequence (P09871 438-688 limits assumed): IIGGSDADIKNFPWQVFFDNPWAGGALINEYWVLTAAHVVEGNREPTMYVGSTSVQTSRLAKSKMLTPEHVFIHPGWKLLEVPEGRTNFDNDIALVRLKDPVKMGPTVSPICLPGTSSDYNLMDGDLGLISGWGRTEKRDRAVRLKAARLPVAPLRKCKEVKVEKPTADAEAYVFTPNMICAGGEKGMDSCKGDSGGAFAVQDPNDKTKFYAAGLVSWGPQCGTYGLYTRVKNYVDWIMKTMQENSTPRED
FXIIa mix inh = inhibitors of human coagulation factor XIIa, pooled mixtures; P00748; purified FXIIa, fluorogenic substrate; inhibition, % at 5 µM; 0.2% of 62,000 active;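 also: 0% = enzyme without compound and 100% = no enzyme blank; some results filed as inactive read as strong as hits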
CatB block = inhibitors of human cathepsin B. P07858. purified cathepsin B, fluorogenic substrate, fluorescence. inhibition, %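 (tested at 10 µM)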. 0.1% of 63,000 active. AID 453; in the data active = inhibition above about 21%;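 also: 0% = enzyme with no compound and 100% = no enzyme blank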
FXIa inh mix = inhibitors of human coagulation factor XIa, pooled mixtures. P03951. purified FXIa, fluorogenic substrate. inhibition, % at 5 µM. 0.19% of 62,000 active;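 also: each value is inhibition by a whole ten-compound pool holding the compound; 0% = enzyme with no mixture and 100% = wells lacking enzyme; strong numbers were not always called active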
Abs 340nm = compounds absorbing at 340 nm; fold change at 10 µM; compound absorbance at 340 nm, fold over control; 65,000 tested, under 10 active;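 active = at 10 µM dose, initial 340 nm absorbance at least 2 fold that of control wells; inactive = change under 2 fold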;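 also: initial absorbance extrapolated from kinetic A340 decline of NADH oxidation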
Cathepsin G inh = cathepsin G (human) inhibition; P08311; purified enzyme, AMC-tetrapeptide fluorescence, pooled mixtures; inhibition, % at 5 µM (by protocol); 0.2% of 62,000 active; AID 581;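 active = inhibition above 20% in each of the two mixture wells holding the compound; inactive = inhibition of 20% or less in either well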;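 also: 0% = enzyme control without mixture and 100% = blank lacking enzyme; strong numbers were not always called active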
Target sequence (P08311 21-244 limits assumed): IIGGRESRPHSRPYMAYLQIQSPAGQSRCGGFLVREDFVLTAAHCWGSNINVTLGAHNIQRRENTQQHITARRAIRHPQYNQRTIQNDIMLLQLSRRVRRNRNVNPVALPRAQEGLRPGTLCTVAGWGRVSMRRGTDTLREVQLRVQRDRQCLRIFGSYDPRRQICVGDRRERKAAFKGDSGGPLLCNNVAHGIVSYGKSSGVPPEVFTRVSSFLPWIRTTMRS
CatS block = inhibitors of human cathepsin S | P25774 | recombinant cathepsin S, AMC dipeptide fluorescence, pooled mixtures | inhibition, %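 (tested at 5 µM per compound within 10-compound mixtures)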 | 0.06% of 62,000 active; in the data active = inhibition above about 32%, passing the limit was not always enough;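 also: 0% = enzyme without compound and 100% = blank without enzyme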
CatB mixtures = human cathepsin B inhibition by mixtures. 0.06% of 62,000 active. inhibition, %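 (ten-compound pools at 5 µM per compound and 50 µM total)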. AID 488. Purified cathepsin B, AMC dipeptide fluorescence, compound mixtures. P07858; in the data active = inhibition above about 22%, passing the limit was not always enough;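 also: 0% = enzyme without compound and 100% = no enzyme blank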
CatL inh = inhibitors of human cathepsin L; P07711; purified cathepsin L, fluorogenic substrate, fluorescence; inhibition, %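 (tested at 10 µM)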; 0.17% of 58,000 active; AID 460; in the data active = inhibition above about 45%;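 also: 0% = enzyme with no compound and 100% = no enzyme blank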
An asterisk follows results filed as active; / = no result given. Rule as the data show it, unless noted: active = inhibition above about 20% (passing the limit was not always enough); inactive = the rest.

SMILES | C1s block | FXIIa mix inh | CatB block | FXIa inh mix | Abs 340nm | Cathepsin G inh | CatS block | CatB mixtures | CatL inh
CCCc1nnc(NC(=O)CCC(=O)N2CCCCCC2)s1 | -6 | 3 | -1 | -2 | 1 | -5 | 10 | -2 | 14
Cc1ccc2cc(CN(CCN3CCCC3)C(=O)Nc3ccccc3)c(=O)[nH]c2c1C | -20 | 10 | -5 | 7 | 1 | 0 | -3 | -6 | -1
Cc1ccc(-n2c(CSc3nc(C)cc(C)n3)nnc2SCC(=O)Nc2nccs2)cc1 | -81 | 1 | 2 | -16 | 0.96 | -1 | 29 | -11 | /
O=C(O)c1ccc2c(c1)C(c1ccccc1)OC2=O (stereo not given) | -52 | 1 | 7 | 6 | 0.97 | -10 | 7 | 3 | 16
CCc1c(C)c(C#N)c2nc3ccccc3n2c1Nc1c(C)n(C)n(-c2ccccc2)c1=O | -56 | 20 | 0 | -4 | 1 | -9 | 0 | 1 | 18
CC1CN(S(=O)(=O)c2ccc(-c3nc4ccccc4s3)cc2)CC(C)O1 (stereo not given) | 13 | 6 | 4 | 5 | 1.1 | 9 | 2 | -3 | 18
COc1ccc(N2C(=O)CC(Sc3nnc(-c4ccccc4)o3)C2=O)cc1 (stereo not given) | -20 | -12 | -2 | -1 | 1.1 | -1 | -5 | -1 | /
COc1ccc(OC)c(C(=O)COC(=O)CNC(=O)C2CCCCC2)c1 | -38 | 4 | 9 | -1 | 1.1 | -12 | 18 | 12 | 35
Cc1csc(SCCn2c(N3CCCC3)nc3c2c(=O)[nH]c(=O)n3C)n1 | -33 | -2 | 4 | -9 | 1 | -9 | -13 | -1 | 1
O=C(c1ccccc1-c1nc2ccccc2[nH]1)N1CCCCC1 | -7 | 1 | 6 | -3 | 0.96 | 8 | 8 | 6 | 6
Cc1cc(C)n2c(SCC(=O)Nc3cc(C)on3)nnc2n1 | -26 | 9 | -6 | -7 | 0.99 | -5 | 3 | 4 | 1
CCOC(=O)c1cnc(Nc2ccc(OCC)cc2)nc1C | 18 | 2 | -3 | 3 | 1 | 12 | 2 | 3 | 5
CCOC(=O)c1ccc(N2C(=O)CC(N3CCC(C(=O)OCC)CC3)C2=O)cc1 (stereo not given) | 13 | 6 | 5 | 2 | 1 | 10 | 9 | -3 | 9
COC(=O)c1sc(NC(=O)C2CCCCC2C(=O)O)c(C(=O)OC)c1C (stereo not given) | 5 | 3 | 2 | 6 | 1.1 | 10 | 0 | 1 | -10
COc1ccc(NC(=O)CSc2nnc(CN3CCOCC3)n2-c2ccccc2)cc1Cl | -37 | 2 | 3 | 2 | 1 | -14 | -4 | 0 | -7
CC(NS(=O)(=O)c1ccc(F)cc1)C(c1cccs1)N1CCN(C)CC1 (stereo not given) | -3 | 5 | 5 | 2 | 1 | -4 | 11 | 1 | 13
CCC(C)Sc1nc2c([nH]c3ccccc32)c(=O)n1C (stereo not given) | -14 | 2 | 3 | 2 | 1.1 | -13 | 4 | 1 | -7
COc1ccc(-c2cc(C(F)(F)F)n3nc(C(=O)N4CCCC4)cc3n2)cc1 | 14 | -27 | -1 | 4 | 1.1 | -8 | -7 | 1 | /
COc1cccc(NC(=O)N2CCN(c3cccc(C)c3C)CC2)c1 | 4 | -19 | 2 | 2 | 0.96 | 7 | -3 | -8 | 0
O=C(c1nn2c(C(F)(F)F)cc(-c3ccco3)nc2c1Br)N1CCCc2ccccc21 | 1 | 14 | 2 | 4 | 0.98 | 14 | 6 | 4 | 16
CC(C(=O)O)N1C(=O)CSc2ncccc21 (stereo not given) | 2 | 6 | 7 | 3 | 1 | 5 | -2 | 3 | 0
COc1nc(OC)nc(N2CCC(C(=O)Nc3cccc4ccccc34)CC2)n1 | 6 | 2 | 7 | 4 | 0.99 | 13 | 9 | 5 | 14
CCOc1ccc(OCC)c(NC(=O)c2[nH]c(C)c(C(C)=O)c2C)c1 | -4 | 0 | 0 | 6 | 1 | 0 | -4 | -4 | -5
Nc1nc(COc2ccc3ccccc3c2)cs1 | -10 | 3 | 1 | 6 | 1.1 | 1 | -2 | 6 | 1
O=C(CC1COc2ccccc2O1)Nc1ccccn1 (stereo not given) | 7 | 17 | -2 | 6 | 1.1 | 8 | -10 | 1 | -7
COc1cc(/C=N/n2cnnc2)ccc1OC(=O)c1ccncc1 | 14 | 4 | 3 | -17 | 1 | 12 | 1 | 5 | 16
Cn1c(SCC(=O)Nc2cc(=O)n(C)c(=O)n2C)nnc1C12CC3CC(CC(C3)C1)C2 | -49 | 2 | 6 | 5 | 1 | -10 | 12 | 5 | 2
CCOC(=O)C1CCN(S(=O)(=O)c2ccc3c(c2)CCCN3C(C)=O)CC1 | 2 | 2 | -4 | 11 | 0.99 | 0 | 3 | 6 | 4
O=S(=O)(c1ccc(S(=O)(=O)N(Cc2cccs2)CC2CCCO2)cc1)N1CCCCC1 (stereo not given) | 13 | 4 | 5 | 9 | 1 | 10 | 2 | 5 | 0
c1ccc(-c2nnc(SCc3nc4ccccc4[nH]3)o2)cc1 | 12 | 0 | 2 | 4 | 1 | 6 | -5 | 1 | 7
CCOc1cc(-c2nnc(-c3ccco3)o2)cc(OCC)c1OCC | 5 | -19 | / | 10 | 1 | 11 | 5 | 3 | /
CC1=CC(C)(C)N2C(=O)C3(N=C(N)NC(Nc4ccccc4)=N3)c3cc(C)cc1c32 (stereo not given) | 1 | 2 | 0 | 0 | 1.1 | 8 | 5 | -3 | 12
COC(=O)Nc1ncc(CN2CCc3ccccc3C2)s1 | 15 | 19 | 6 | 2 | 1 | 11 | 3 | 5 | 1
O=C(c1cc2nc(C3CC3)cc(C(F)(F)F)n2n1)N1CCCC1 | 3 | 2 | -3 | 1 | 1.1 | 0 | 2 | -4 | 10
COCc1[nH]nc2c1C1(C(=O)N(C)c3ccccc31)C(C#N)=C(N)O2 (stereo not given) | 11 | 11 | 1 | 4 | 0.99 | 9 | -10 | 3 | -13
Cc1cc(C(=O)Nc2sc3c(c2C#N)CCC(C)C3)cs1 (stereo not given) | 2 | 4 | -2 | 6 | 1 | 8 | 4 | 1 | 5
Cc1cc(NC(=O)CSc2cn(CCNC(=O)c3ccccc3)c3ccccc23)no1 | -2 | 7 | 2 | 7 | 1.1 | -2 | 14 | 0 | 18
CN1C(=S)SC(C)(C)C1NO (stereo not given) | -37 | 2 | 1 | -4 | 1 | 3 | -9 | -6 | 11
COC(=O)CNc1nc(-c2cccnc2)nc2ccccc12 | 0 | 3 | -3 | 2 | 1 | 3 | 3 | -2 | -8
CCOc1ccccc1N1CCN(C(=O)c2ccccc2)CC1 | -6 | 4 | 2 | 4 | 1 | 8 | -14 | 2 | 7
CCCCOc1ccc(C(=O)Nn2cnnc2)cc1 | -7 | 3 | 0 | 18 | 0.99 | 13 | 10 | 4 | 6
C/C(Cl)=C/Cn1c(SC(C)C)nc2c1c(=O)[nH]c(=O)n2C | -18 | 2 | 1 | -5 | 0.99 | 9 | 9 | -7 | 2
CS(=O)(=O)N(CC(=O)N1CCOCC1)c1ccc2c(c1)OCO2 | 6 | 11 | 3 | -2 | 0.99 | 0 | 5 | -2 | 20
COc1ccc(Oc2coc3c(CN(C)C)c(O)ccc3c2=O)cc1 | 13 | -2 | -2 | 6 | 1.2 | 10 | 0 | 7 | -11
CCOC(=O)N1CCN(C(=O)c2c(-c3ccccc3)noc2C)CC1 | 2 | 8 | 6 | 7 | 0.98 | 9 | -4 | 3 | 10
COCCn1c(=S)[nH]c2cc(C(=O)N3CCN(c4ccccc4OC)CC3)ccc2c1=O | 2 | -19 | 1 | 8 | 1.1 | 12 | 2 | 6 | -2
COc1cc(OC)c(C(=O)Oc2ccc3c(c2)OCO3)cc1OC | 23 | 3 | 3 | 10 | 1 | 10 | -3 | 2 | 9
O=C(CCC(=O)N1CCN(S(=O)(=O)c2ccccc2)CC1)NC1CCCc2ccccc21 (stereo not given) | 12 | 8 | 2 | 11 | 1 | 25 | -7 | 5 | -6
CCN(CC)CCOC(=O)c1cccc(Cl)c1 | 5 | 6 | -1 | 0 | 1 | 9 | -7 | -4 | 3
CC1Cc2ccccc2N1C(=O)C1CCCN1S(=O)(=O)c1ccc(Cl)cc1 (stereo not given) | -1 | 10 | 8 | 0 | 0.98 | 11 | 16 | 6 | 9

(further entries)
SMILES | C1s block | FXIIa mix inh | CatB block | FXIa inh mix | Abs 340nm | Cathepsin G inh | CatS block | CatB mixtures | CatL inh
COC(=O)Cc1c(C)nc2nc(-c3ccco3)[nH]n2c1=O | -11 | 5 | 2 | -1 | 1 | 10 | 5 | -8 | 10
CCC(C)NC(=O)N[C@@H](Cc1ccccc1)C(=O)O (stereo not given in full) | -37 | 12 | 5 | -7 | 0.96 | 2 | 9 | 2 | 6
COC(=O)C(C(=O)NCC1CCCO1)C1CCCCCC1 (stereo not given) | -12 | 2 | 1 | -1 | 1.1 | -4 | -10 | -2 | /
Cn1c(=O)[nH]c(=O)c2c1nc(Br)n2CCCCSc1nc2ccccc2o1 | -23 | -19 | 7 | 5 | 1 | -5 | 16 | 3 | 1
COc1cccc(Nc2ncnc3c2cnn3C)c1 | -64 | 0 | 6 | -12 | 1 | -23 | 8 | 2 | -4
COc1ccc(OC)c(NS(=O)(=O)c2ccc(SC)cc2)c1 | 16 | 2 | 3 | 21 | 1 | 11 | 13 | 6 | 16
COc1cccc(CN=CC2=C(O)CC(C)(C)CC2=O)c1OC | 0 | -9 | 3 | 2 | 0.99 | 0 | 3 | 4 | 1
O=C(CSc1nnc(-c2ccncc2)n1CC1CCCO1)NCc1ccccc1 (stereo not given) | -10 | 16 | 3 | -9 | 0.97 | -17 | 10 | 4 | -2
Cc1ccc(Cl)cc1NC(=O)Cn1cc2c(n1)CCCC2 | 3 | 3 | -1 | 2 | 1 | 1 | 7 | 2 | -4
c1ccc(CCn2nnnc2CN2CCc3ccccc32)cc1 | 14 | -18 | 4 | 2 | 1 | 10 | 3 | 4 | 19
Cc1cc(C(=O)Nc2ccccn2)no1 | 3 | 10 | 0 | 8 | 1 | 4 | -2 | -1 | -11
Cn1c(=O)n(C)c2cc(S(=O)(=O)NCCc3ccccc3)ccc21 | -8 | 4 | 9 | 5 | 1 | -2 | 15 | 8 | 5
CCOC(=O)N1CCN(Cc2nc3c(c(=O)n(C)c(=O)n3C)n2Cc2ccccc2C)CC1 | 5 | -12 | -1 | -2 | 0.97 | 8 | -1 | -4 | 33
CC(C)C[C@H](NC(=O)Nc1ccc(S(N)(=O)=O)cc1)C(=O)O | -9 | -13 | 2 | -2 | 1.1 | -10 | 7 | 8 | 8

These rows are one share of the data; rates above refer to the full screens.
